# TcdB inh – TcdB glycohydrolase inhibition; P18177; TcdB glycohydrolase enzymatic assay, plate reader; inhibition, % at 9.99 µM; 0.24% of 350,000 active; AID 652162; in the data active = inhibition above about 10%
# Target sequence (P18177 whole entry, looked up): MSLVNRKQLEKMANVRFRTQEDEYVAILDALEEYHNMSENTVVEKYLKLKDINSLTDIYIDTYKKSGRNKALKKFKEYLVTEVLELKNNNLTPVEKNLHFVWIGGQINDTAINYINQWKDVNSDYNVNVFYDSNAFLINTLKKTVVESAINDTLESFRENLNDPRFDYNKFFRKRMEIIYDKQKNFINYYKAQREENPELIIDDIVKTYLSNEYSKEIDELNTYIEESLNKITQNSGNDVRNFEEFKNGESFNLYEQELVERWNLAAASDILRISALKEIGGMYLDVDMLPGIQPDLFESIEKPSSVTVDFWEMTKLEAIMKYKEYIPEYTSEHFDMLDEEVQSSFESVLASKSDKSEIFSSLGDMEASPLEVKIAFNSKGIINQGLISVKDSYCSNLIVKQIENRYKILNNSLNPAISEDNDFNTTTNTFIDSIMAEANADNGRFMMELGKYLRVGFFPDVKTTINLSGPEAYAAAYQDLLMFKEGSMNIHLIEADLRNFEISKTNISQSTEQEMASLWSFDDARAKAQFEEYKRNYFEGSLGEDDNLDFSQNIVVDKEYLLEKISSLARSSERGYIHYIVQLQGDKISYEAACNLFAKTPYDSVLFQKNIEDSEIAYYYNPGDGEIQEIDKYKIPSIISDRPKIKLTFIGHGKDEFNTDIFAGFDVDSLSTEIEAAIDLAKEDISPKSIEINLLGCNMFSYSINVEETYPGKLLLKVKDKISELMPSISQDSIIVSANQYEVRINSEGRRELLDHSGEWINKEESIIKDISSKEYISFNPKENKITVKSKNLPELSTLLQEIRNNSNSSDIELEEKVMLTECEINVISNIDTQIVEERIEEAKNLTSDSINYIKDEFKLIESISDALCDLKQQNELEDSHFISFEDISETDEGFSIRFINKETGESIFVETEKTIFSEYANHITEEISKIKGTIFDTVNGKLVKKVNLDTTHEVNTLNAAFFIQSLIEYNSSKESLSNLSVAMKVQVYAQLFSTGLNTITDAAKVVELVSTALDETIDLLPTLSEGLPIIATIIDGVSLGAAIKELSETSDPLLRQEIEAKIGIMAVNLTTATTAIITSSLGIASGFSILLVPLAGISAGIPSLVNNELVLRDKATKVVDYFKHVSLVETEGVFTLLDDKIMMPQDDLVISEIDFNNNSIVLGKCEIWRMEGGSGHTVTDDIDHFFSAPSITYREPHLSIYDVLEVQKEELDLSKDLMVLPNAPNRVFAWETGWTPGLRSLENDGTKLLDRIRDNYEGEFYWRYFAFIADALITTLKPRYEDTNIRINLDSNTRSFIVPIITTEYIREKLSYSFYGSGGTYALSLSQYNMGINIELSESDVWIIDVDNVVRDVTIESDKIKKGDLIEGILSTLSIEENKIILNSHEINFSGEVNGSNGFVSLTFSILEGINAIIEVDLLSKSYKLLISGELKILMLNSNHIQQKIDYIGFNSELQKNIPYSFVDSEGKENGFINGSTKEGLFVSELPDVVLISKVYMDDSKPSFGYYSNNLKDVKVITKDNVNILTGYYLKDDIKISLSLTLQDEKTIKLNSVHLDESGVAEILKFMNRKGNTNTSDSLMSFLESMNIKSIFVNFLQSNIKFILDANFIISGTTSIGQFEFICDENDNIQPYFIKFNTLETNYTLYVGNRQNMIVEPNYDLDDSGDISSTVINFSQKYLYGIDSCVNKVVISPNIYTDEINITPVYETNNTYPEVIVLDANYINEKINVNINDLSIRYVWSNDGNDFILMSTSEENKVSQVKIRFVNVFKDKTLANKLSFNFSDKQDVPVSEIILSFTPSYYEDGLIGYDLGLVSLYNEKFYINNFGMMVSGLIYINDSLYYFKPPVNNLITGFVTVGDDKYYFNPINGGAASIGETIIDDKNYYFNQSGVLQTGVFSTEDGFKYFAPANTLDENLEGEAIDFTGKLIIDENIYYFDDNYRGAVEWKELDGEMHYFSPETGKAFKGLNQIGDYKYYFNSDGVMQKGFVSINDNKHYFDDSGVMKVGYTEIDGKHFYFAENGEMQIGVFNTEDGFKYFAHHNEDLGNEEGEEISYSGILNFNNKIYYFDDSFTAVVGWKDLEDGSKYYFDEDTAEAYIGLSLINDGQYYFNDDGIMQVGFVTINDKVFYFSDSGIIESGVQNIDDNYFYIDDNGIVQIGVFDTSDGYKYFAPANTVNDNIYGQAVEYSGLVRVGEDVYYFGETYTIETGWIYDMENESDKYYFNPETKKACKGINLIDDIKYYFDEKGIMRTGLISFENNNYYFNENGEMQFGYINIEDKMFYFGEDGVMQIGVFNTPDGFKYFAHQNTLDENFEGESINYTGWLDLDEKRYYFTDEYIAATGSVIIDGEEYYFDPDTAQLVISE
# SSB-PriA inh – K. pneumoniae PriA-SSBct interaction inhibition; AlphaScreen SSBct-PriA binding, biotinylated peptide; inhibition, % at 33 µM; 0.6% of 430,000 active; AID 1272365; in the data active = inhibition mostly above about 37%, no sharp cut-off; inactive = mostly below about 20%;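 also: plate controls were negative control peptide for no effect and reference peptide for full effect; strong numbers were not always called active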
# BH1578 lux ind – quorum light induction in luxS cqsA deficient V. cholerae. V. cholerae BH1578 lux reporter, luminescence, 6 h. activation, % at 18.7 µM. 0.16% of 350,000 active. AID 588436; in the data active = activation mostly above about 9.7%, no sharp cut-off; inconclusive = no clear call, values can overlap the other calls; inactive = mostly below about 3.7%; also: not every result past the cut was called active; inactives centre near 0; reference of the scale not given here
# PfHsp40 rescue – restores yeast growth despite PfHsp40 toxicity | S. cerevisiae expressing PfHsp40, growth rescue, ATP luminescence | growth rescue, % at 12.5 µM | 0.68% of 340,000 active | AID 504582; in the data active = growth rescue above about 28%, passing the limit was not always enough; inconclusive = no clear call, values can overlap the other calls;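 also: yeast W303a lacking pdr1 and pdr3 grown in galactose medium; growth measured after three days at 30 °C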
# BoNT-A LC inh2 – inhibitors of Botulinum neurotoxin A light chain protease. multiplex microsphere protease substrate cleavage, flow cytometry. inhibition, % at 10 µM. 0.17% of 360,000 active. AID 588499; also: plate controls were buffer without enzyme for full effect and enzyme alone for no effect
# PrPC TRFRET – cell surface PrPC inhibition, primary TR-FRET screen. P04156. TR-FRET read-out. inhibition, % at 13.8 µM. 0.43% of 370,000 active. AID 720596; in the data active = inhibition above about 24%; also: 0% = median of the test wells and 100% = reference compound wells
# Yp Topo-I inh – blocks Yersinia pestis topoisomerase I activity; AID 504884; 0.064% of 360,000 active; Y. pestis Topo-I cleavage product accumulation, plate reader; activity, % at 10 µM; in the data active = activity above about 50%, passing the limit was not always enough; inconclusive = no clear call, values can overlap the other calls; also: inactives centre near 2
# Anthrax LF inh2 – blocks Bacillus anthracis lethal factor protease. multiplex microsphere protease cleavage assay, LF. P15917. 0.12% of 360,000 active. inhibition, % at 10 µM; also: plate controls were buffer without enzyme for full effect and enzyme alone for no effect
# SARS 3CLpro inh – SARS-CoV 3CLpro protease inhibition | P0C6X7 | recombinant SARS-CoV 3CLpro, quenched FRET peptide cleavage | inhibition, % at 6 µM | 0.14% of 290,000 active | AID 1706; in the data active = inhibition above about 12%
# An asterisk follows results filed as active; i = inactive; ? = inconclusive; · = not tested or not shown; & = joins results of further samples. Rule as the data show it, unless noted: active = inhibition above about 30%; inconclusive = no clear call, values can overlap the other calls; inactive = below that.
SMILES,TcdB inh,SSB-PriA inh,BH1578 lux ind,PfHsp40 rescue,BoNT-A LC inh2,PrPC TRFRET,Yp Topo-I inh,Anthrax LF inh2,SARS 3CLpro inh
c1cncc(CSc2nnc3ccc(-c4ccco4)nn23)c1,1.5,-7,-0.7,-1.6,-0.2,2,-4,3,6
CC(C)COc1ccc(C(=O)NCc2ccco2)cc1,·,-4,i,1.9,0.1,-1,2,-7,1
Cc1c2ccccc2nc2c(F)c(N(C)C)c(F)c(F)c12,·,4,i,-0.9,12,0,11,1,-2
COc1ccc(NC(=S)Nc2ccccc2)c(OC)c1,1.4,11,i,-0.6,-0.3,10,3,4,2
Cc1cccc(CSCCNC(=O)CN(c2cc(C)cc(C)c2)S(C)(=O)=O)c1,0.6,-3,-0.6,-0.2,0.2,-1,14,-4,5
CCOC(=O)C/C(C)=N/NC(=O)C1CC1(c1ccccc1)c1ccccc1 (stereo unspecified),6.3,·,i,-0.5,1.3,1,1,0,2
COc1ccc(C2C3=C(CC(C)(C)CC3=O)N(CC(=O)O)C3=C2C(=O)CC(C)(C)C3)cc1OC,2.1,0,-1.8,-1.6,-5.1,-4,-2,-11,-7
CC(OC(=O)c1ccccc1NS(=O)(=O)c1cccc(C(F)(F)F)c1)C(=O)N(C)Cc1ccccc1 (stereo unspecified),·,-7,-0.5,0.0,-0.8,-1,12,2,-3
COc1ccc(Cc2c(-c3ccc(F)cc3)nc3cc(C)c(Br)c(C)n23)c(C)c1,-5.6,·,·,·,0.0,8,·,3,·
O=C1CN(C(=O)c2ccc(Br)o2)C(c2ccccc2)c2cc(Cl)ccc2N1 (stereo unspecified),2.6,-12&13,-0.3,1.3,0.4,9,36,0,2
COc1cnn(-c2ccccc2)c(=O)c1N(C)C,·,-3,i,16,-1.1,-5,4,1,-3
CCC(C)C(=O)Nc1nnc(SCC(=O)NC2CCCCC2)s1 (stereo unspecified),1.3,-8,-0.3,-0.8,-0.3,0,2,-2,3
O=C(Cn1nc(Cc2cccnc2)c2ccccc2c1=O)NCC1CCCO1 (stereo unspecified),0.7,-10,-0.2,-0.3,-0.5,8,2,-1,-1
COc1cc(C2C3=C(CCCC3=O)Nc3ccc4ncccc4c32)ccc1O (stereo unspecified),0.0,1,-0.7,0.3,-0.1,3,-5,-10,-4
O=C1CSC(=Nc2ccccc2)N1Cc1ccccc1,0.3,-36,-0.3,1.5,-0.3,1,8,-3,2
CC1CC(C)CN(C(=O)Cc2c(C(=O)O)[nH]c3ccc(Cl)cc23)C1 (stereo unspecified),-1.1,-12,i,0.7,0.0,13,17,-4,2
CCCCCc1c(C)nc(NCc2ccccc2)[nH]c1=O,·,2,1.4,-2.3,?,0,11,-14,-1
Cc1ccc(NC(=O)c2ccc(N3CCCC3=O)cc2)cc1S(=O)(=O)N1CCCCC1,1.4,-2,-0.9,-2.5,1.3,7,6,0,·
CCCn1c(SCc2cc(=O)oc3ccc4ccccc4c23)n[nH]c1=O,·,-2,-0.2,0.0,2.8,-10,6,2,-1
Cc1cccnc1NC(=O)CCCN1C(=O)c2ccccc2C1=O,3.7,-7,i,-0.5,1.1,-7,-5,3,-4

# Pulled one by one from the list above, four records:
SMILES,TcdB inh,SSB-PriA inh,BH1578 lux ind,PfHsp40 rescue,BoNT-A LC inh2,PrPC TRFRET,Yp Topo-I inh,Anthrax LF inh2,SARS 3CLpro inh
CC(C)COc1ccc(C(=O)NCc2ccco2)cc1,·,-4,i,1.9,0.1,-1,2,-7,1
CCCCCc1c(C)nc(NCc2ccccc2)[nH]c1=O,·,2,1.4,-2.3,?,0,11,-14,-1
Cc1cccnc1NC(=O)CCCN1C(=O)c2ccccc2C1=O,3.7,-7,i,-0.5,1.1,-7,-5,3,-4
COc1cnn(-c2ccccc2)c(=O)c1N(C)C,·,-3,i,16,-1.1,-5,4,1,-3

# (list continues)
SMILES,TcdB inh,SSB-PriA inh,BH1578 lux ind,PfHsp40 rescue,BoNT-A LC inh2,PrPC TRFRET,Yp Topo-I inh,Anthrax LF inh2,SARS 3CLpro inh
COCC(C)NCc1ccc(OC)c(Br)c1 (stereo unspecified),1.4,-4,i,0.1,-0.6,-5,5,-4,5
COc1ccccc1CN1CC(C(=O)NCCc2ccc(C)o2)CCC1=O (stereo unspecified),2.8,-5,-0.5,0.9,0.6,-4,1,-3,-4
CCN(Cc1ccc(C#CCCO)cc1)CC1CCCN(CCc2cccc(F)c2)C1 (stereo unspecified),1.1,8,-0.3,0.3,-5.4,-4,25,-11,4
Cc1ccccc1C(=O)Nc1cccc(N)c1,·,-8,48*,-0.5,1.3,-3,4,-6,1
NC(=NC(=O)c1ccccc1)N1CCOCC1,0.4,-8,-0.4,-0.3,-0.9,-2,0,-5,2
Cc1ccc(NC(=O)CCN2C(=O)CSC2=O)cc1,0.2,-20,·,0.0,-0.2,6,-1,-5,0
Cc1ccc(NC(=O)c2ccc3nc[nH]c3c2)c(O)c1,0.7,-2,i,-0.1,-0.3,4,-6,5,2
Nc1ccn(CC(=O)NCc2ccc3c(c2)OCO3)c(=O)n1,0.5,-1,-1.6,0.2,-0.3,-1,1,1,·
O=C1c2ccccc2CCC12OC2c1ccc([N+](=O)[O-])cc1 (stereo unspecified),-8.2,·,-2.9,·,-0.2,5,1,-4,·
COc1ccc(C(=O)N[C@H]2COC(C)(C)O[C@H]2c2ccccc2)cc1,·,5,i,-1.3,-1.8,5,7,-3,-3
COc1ccc(N2CCN(S(=O)(=O)c3c(C)nc4sccn4c3=O)CC2)cc1,0.8,-20,-0.2,-1.1,-0.8,3,-6,-2,-3
Cc1ncc(CN2CCCC(CCC(=O)NCc3ccc(F)c(F)c3)C2)s1 (stereo unspecified),1.5,-14,-0.8,-0.7,1.0,0,0,1,1
COc1cc(C=NNC(=O)C(=O)Nc2cccc(Cl)c2)cc(OC)c1O,-17,·,0.0,·,-0.4,-2,1,-2,·
OCCC#Cc1c(-c2ccsc2)sc2ccccc12,0.6,-4,-0.8,56*,0.6,5,5,-2,7
O=C(/C=C/c1ccc(OCCCF)cc1)NCc1ccc(Cl)cc1,·,0,39*,0.7,0.0,12,3,0,1
CC(C)CNC(=S)N1CCC(NC(=O)C23CC4CC(CC(C4)C2)C3)CC1,·,-14,-2.9,-2.3,-0.2,1,10,4,-2
CC(=O)Nc1ccc(NC(=O)C(C)OC(=O)c2ccccc2C(=O)c2ccc(Cl)c([N+](=O)[O-])c2)cc1 (stereo unspecified),-0.1,-15,-0.2,-0.7,0.1,-14,6,0,-1
COc1cc(C(=O)Nc2cccc(S(=O)(=O)NCc3ccco3)c2)cc(OC)c1OC,0.3,12,i,0.8,6.5,-2,4,-2,·
COc1cc(N(Cc2ccccc2)Cc2ccccc2)c2ncn(C(C)C)c2c1,-0.3,6,i,?,-1.0,10,33,-7,·
Cc1ccnc(N(C(=O)Nc2ccccc2)C2=NCC(C)(C)S2)c1,0.9,-5,0.9,·,-1.3,-5,1,4,1
O=C(Cc1ccccc1)NC(NC(=O)Cc1ccccc1)c1cccc([N+](=O)[O-])c1,0.4,3,i,-0.9,-0.3,5,-8,0,2
C(=NN1CCCCCC1)c1c[nH]c2ccccc12,1.6,-10,i,-0.6,-0.7,-2,-15,-6,·
O=C(CN1C(=O)NC2(CCCC2)C1=O)Nc1ccc(Cl)c(C(F)(F)F)c1,0.5,-8,-0.4,1.5,1.2,2,0,3,-4
Cc1cc(C)nc(Sc2ccc(/C=C(\C#N)C(N)=O)o2)n1,0.8,3,-0.2,-0.3,0.7,7,1,0,0
CCCc1cc(=O)oc2cc(C)cc(OC(C)C(=O)NCCCN3CCOCC3)c12 (stereo unspecified),2.1,-1,-0.4,-1.3,3.5,-12,1,6,2
Cc1ccc(C)c(C(=O)CSc2nnnn2-c2cccnc2)c1,·,-6,3.4,-0.4,0.1,10,17,0,-4
O=C(COC(=O)C1=COCCO1)NCc1ccc(F)cc1,-0.9,-1,i,-1.5,-2.9,11,6,1,-2
Cc1ccc(-n2nc3c(=O)n(C(C)C(=O)NCc4ccc(Cl)cc4)nc(C)c3c2C)cc1 (stereo unspecified),0.4,-6,-6.2,3.2,-1.8,4,36,-1,5
CCOC(=O)c1sc(NC(=O)C(C)Sc2nnc(N)s2)nc1C (stereo unspecified),1.8,-8,-0.3,-0.4,-0.3,2,0,1,2
CCOc1cccc2cc(C(=O)NC(C)c3ccccc3)c(=N)oc12 (stereo unspecified),1.7,-9,i,-0.8,-3.2,-2,25,-1,5
COc1cc(CN(CC2CCCO2)C(=O)c2cccs2)cc(OC)c1OC (stereo unspecified),0.0,-3,i,0.4,-0.3,-2,-1,4,-2
Cc1ccccc1OCCn1cnc2c(N)ncnc21,·,2,-0.8,-1.5,-1.2,8,3,3,4
COc1ccc(S(=O)(=O)NCC(c2cccnc2)N2CCN(C)CC2)cc1C (stereo unspecified),0.5,-2,-0.2,-1.0,-1.3,-12,-2,-1,0
O=C(Nc1ccc(-c2nc3cccnc3s2)cc1)C1CCCO1 (stereo unspecified),2.0,-1,-0.3,0.1,-0.6,-5,9,-3,-3
C=CCC[C@H](Cc1ccc(F)cc1)C(=O)OC[C@@H](C)NC(=O)[C@@H](CC=C)CC(=O)N[C@@H](CO)Cc1ccccc1,0.1,-2,-1.4,0.5,-0.6,·,30,-4,·
COc1ccccc1OCCCCCCN1CCN(C)CC1,0.3,7,0.9,0.3,0.0,9,5,-4,·
Cc1cn(CC(=O)N[C@H](CO)Cc2c[nH]c3ccccc23)c(=O)[nH]c1=O,-9.7,-4,i,1.1,0.0,6,-5,0,·
CCOP(=O)(OCC)c1nc(-c2ccc(Cl)cc2)oc1NCc1ccccc1,-0.1,-3,-0.2,3.2,0.0,9,-5,-1,1
O=C(Cn1ncc(Cl)c(Cl)c1=O)c1ccc(Cl)cc1,·,2,i,2.1,0.5,-7,-10,0,3
COc1ccc(NC(=O)c2ccco2)cc1NC(=O)c1cccc(F)c1,0.6,7,-0.2,-0.5,-0.5,-4,6,1,1
CCOc1ccc(S(=O)(=O)N2CCN(S(=O)(=O)c3ccc(OCC)cc3)C(C)C2)cc1 (stereo unspecified),·,-5,i,-0.2,-2.2,2,28,-5,-6
Cc1ccc2nc(SCC(=O)N3CCCC3)[nH]c2c1,·,-21,-0.3,-2.3,0.4,-1,0,-3,2
O=C(Nc1ccccc1N1CCN(c2ccccc2)CC1)C12CC3CC(CC(C3)C1)C2,·,-29,i,-2.1,-1.2,-4,1,-8,4
O=C(Cc1cn2ccsc2n1)Nc1cccc2cnccc12,·,2,·,0.4,-0.1,-10,-9,3,-4
CC(C)OCCCNC(=O)CN1C(=O)CSc2ccc(S(=O)(=O)N3CCCCC3)cc21,1.6,0,-0.2,0.9,-0.1,12,3,-2,4
CCc1ccc(NC(=O)N(CCCOC(C)C)C2CCN(C(C)=O)CC2)cc1,·,-2,i,1.1,-0.7,-1,15,-15,-3
COc1ccc2cc(C(c3nnnn3C3CCCC3)N3CCOCC3)c3nnnn3c2c1 (stereo unspecified),-8.1,-6,i,-1.0,0.9,6,-6,-6,3
CCOC(=O)C1(C)CCCN(C(=O)c2ccc3c(c2)CCO3)C1 (stereo unspecified),2.2,·,-0.3,·,-0.1,1,0,-5,·
COC(=O)c1cccc(Nc2nc(-c3cccnc3)nc3ccccc23)c1,0.6,-5,0.6,-0.2,?,1,1,-2,0
CCOC(=O)c1cn(Cc2ccccc2)c(C(=O)OC(C)(C)C)c1O,1.3,-2,0.8,-1.1,-0.2,2,31,-6,·

# Sorted by number of heavy atoms (low to high): part of the list above.
SMILES,TcdB inh,SSB-PriA inh,BH1578 lux ind,PfHsp40 rescue,BoNT-A LC inh2,PrPC TRFRET,Yp Topo-I inh,Anthrax LF inh2,SARS 3CLpro inh
CCC(C)C(=O)Nc1nnc(SCC(=O)NC2CCCCC2)s1 (stereo unspecified),1.3,-8,-0.3,-0.8,-0.3,0,2,-2,3
CC(C)OCCCNC(=O)CN1C(=O)CSc2ccc(S(=O)(=O)N3CCCCC3)cc21,1.6,0,-0.2,0.9,-0.1,12,3,-2,4
Cc1ccc(-n2nc3c(=O)n(C(C)C(=O)NCc4ccc(Cl)cc4)nc(C)c3c2C)cc1 (stereo unspecified),0.4,-6,-6.2,3.2,-1.8,4,36,-1,5

# Screens deposited in PubChem BioAssay by several laboratories.

# Some of the compounds tested; count on the stated rates, not on these rows.
